PriA SSB inh = inhibitors of Klebsiella pneumoniae PriA binding to SSB C-terminal tail, primary screen, biochemical, AlphaScreen. PriA–SSB C-terminal tail interaction (Klebsiella pneumoniae). AlphaScreen SSBct-PriA binding, biotinylated peptide. inhibition, % at 33 µM. 0.6% of 430,000 active; in the data active = inhibition mostly above about 37%, no sharp cut-off; inactive = mostly below about 20%;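 also: plate controls were negative control peptide for no effect and reference peptide for full effect; strong numbers were not always called active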
Yp Topo-I inh = Yersinia pestis topoisomerase I inhibitors, primary screen, biochemical, cleavage product accumulation, plate reader, single point; activity, % at 10 µM; AID 504884, 2011; DNA topoisomerase I (Yersinia pestis CO92); 0.064% of 360,000 active; Y. pestis Topo-I cleavage product accumulation; in the data active = activity above about 50%, passing the limit was not always enough; inconclusive = no clear call, values can overlap the other calls; also: inactives centre near 2
PrPC surface inh = inhibitors of human cell surface prion protein PrPC, primary screen, cell-based, TR-FRET. Major prion protein (Homo sapiens), P04156. TR-FRET read-out. inhibition, % at 13.8 µM. 0.43% of 370,000 active. AID 720596, 2013; in the data active = inhibition above about 24%; also: 0% = median of the test wells and 100% = reference compound wells
BH1578 lux ind = inducers of Vibrio cholerae quorum light production without autoinducers, primary screen, BH1578 luxS cqsA deficient, single point | V. cholerae BH1578 lux reporter, luminescence, 6 h | activation, % at 18.7 µM | 0.16% of 350,000 active | AID 588436, 2011; in the data active = activation mostly above about 9.7%, no sharp cut-off; inconclusive = no clear call, values can overlap the other calls; inactive = mostly below about 3.7%; also: not every result past the cut was called active; inactives centre near 0; reference of the scale not given here
Anthrax LF prot = Bacillus anthracis LF protease inhibitors, primary screen, biochemical, multiplex microsphere, MLPCN library. multiplex microsphere protease cleavage assay. inhibition, % at 10 µM. 0.12% of 360,000 active. AID 588501, 2011; also: plate controls were buffer without enzyme for full effect and enzyme alone for no effect
Target sequence (P15917 whole entry, looked up): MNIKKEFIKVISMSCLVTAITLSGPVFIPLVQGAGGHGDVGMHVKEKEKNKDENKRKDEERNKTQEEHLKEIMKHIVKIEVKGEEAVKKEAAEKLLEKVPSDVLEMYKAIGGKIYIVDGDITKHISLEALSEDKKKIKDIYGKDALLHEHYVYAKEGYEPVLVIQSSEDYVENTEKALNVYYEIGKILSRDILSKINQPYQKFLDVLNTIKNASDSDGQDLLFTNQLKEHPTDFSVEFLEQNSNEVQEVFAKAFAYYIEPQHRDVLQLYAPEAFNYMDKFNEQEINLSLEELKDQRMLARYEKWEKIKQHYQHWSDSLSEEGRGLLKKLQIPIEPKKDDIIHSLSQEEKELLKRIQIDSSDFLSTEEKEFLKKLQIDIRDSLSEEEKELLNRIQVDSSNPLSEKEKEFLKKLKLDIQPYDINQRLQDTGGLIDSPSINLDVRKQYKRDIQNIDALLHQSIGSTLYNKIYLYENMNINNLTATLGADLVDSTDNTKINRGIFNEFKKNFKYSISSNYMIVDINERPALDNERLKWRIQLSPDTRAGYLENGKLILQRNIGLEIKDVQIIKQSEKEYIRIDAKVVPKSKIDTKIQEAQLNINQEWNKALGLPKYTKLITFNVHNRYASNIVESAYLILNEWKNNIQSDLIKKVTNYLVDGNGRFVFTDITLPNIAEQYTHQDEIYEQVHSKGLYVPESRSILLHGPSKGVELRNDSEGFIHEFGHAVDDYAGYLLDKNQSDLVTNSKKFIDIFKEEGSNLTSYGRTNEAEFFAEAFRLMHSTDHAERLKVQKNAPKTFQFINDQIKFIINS
PfHsp40 yeast = rescue of yeast from PfHsp40 toxicity, primary screen, S. cerevisiae, ATP luminescence | growth rescue, % at 12.5 µM | S. cerevisiae expressing PfHsp40, growth rescue | AID 504582, 2011 | 0.68% of 340,000 active; in the data active = growth rescue above about 28%, passing the limit was not always enough; inconclusive = no clear call, values can overlap the other calls;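 also: yeast W303a lacking pdr1 and pdr3 grown in galactose medium; growth measured after three days at 30 °C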
TcdB GH inh = TcdB glycohydrolase inhibitors, primary screen, biochemical, single point, plate reader; TcdB glycohydrolase enzymatic assay; inhibition, % at 9.99 µM; 0.24% of 350,000 active; Toxin B (Clostridioides difficile), P18177; in the data active = inhibition above about 10%
BoNT A protease = BoNT/A light chain protease inhibitors, primary screen, biochemical, flow cytometry, MLPCN library | multiplex microsphere protease substrate cleavage | inhibition, % at 10 µM | Botulinum neurotoxin type A light chain protease (Clostridium botulinum A str. ATCC 3502) | 0.17% of 360,000 active; also: plate controls were buffer without enzyme for full effect and enzyme alone for no effect
SARS 3CLpro inh = SARS-CoV 3CLpro protease inhibitors, primary screen, biochemical, quenched FRET; 0.14% of 290,000 active; AID 1706, 2009; recombinant SARS-CoV 3CLpro, quenched FRET peptide cleavage; Replicase polyprotein 1ab (Severe acute respiratory syndrome coronavirus), P0C6X7; inhibition, % at 6 µM; in the data active = inhibition above about 12%
The depositor's hits bear a star; i = inactive; ? = inconclusive; . = no result given; & = joins results of further samples. Rule as the data show it, unless noted: active = inhibition above about 30%; inconclusive = no clear call, values can overlap the other calls; inactive = below that.

SMILES	PriA SSB inh	Yp Topo-I inh	PrPC surface inh	BH1578 lux ind	Anthrax LF prot	PfHsp40 yeast	TcdB GH inh	BoNT A protease	SARS 3CLpro inh
O=C(CNCC1CCCO1)Nc1ccc([N+](=O)[O-])cc1C(=O)Nc1ccccc1F (stereo unspecified)	-2	0	-27	0.0	1	-0.8	0.2	0.6	0
COC(=O)c1ccc(CS(=O)(=O)c2ccc(C)cc2)cc1	-11	2	0	3.0	-4	0.4	.	?	2
Cc1cc(C(=O)CN2C(=O)C(=O)N(C)C2=O)c(C)n1-c1cccc(S(=O)(=O)N2CCOCC2)c1	-8	-9	-4	-0.2	7	1.6	1.0	0.4	-1
CC(C)CCNC(=O)NC(=O)CSc1nnc2ccccn12	-2	11	8	-6.9	-1	0.0	.	-0.2	1
CC(=O)Oc1ccccc1Cn1c(C)c(C(=O)NCc2cccc([N+](=O)[O-])c2)sc1=O	.	15	-4	i	-7	.	0.9	-1.2	.
CC(=O)NC1C(OCCOc2ccc(Cl)cc2Cl)OC(COC(C)=O)C(OC(C)=O)C1OC(C)=O (stereo unspecified)	-2	2	-7	-0.3&4.0	-2	-0.5&0.5	.	0.0	5
CCc1ccc(C2CC(=O)NC(SCC(=O)OC(C)C)=C2C#N)cc1 (stereo unspecified)	-17	3	15	0.1	-2	11	0.4	-0.4	1
O=c1[nH]c(SCc2nc3ccccc3c(=O)n2-c2ccccc2C(F)(F)F)nc2ccccc12	-2	7	12	-0.2	-1	-0.1	.	0.7	1
Cc1csc(NC(=O)CSC2=NCCS2)n1	-10	8	7	2.5	2	-0.5	0.7	-1.0	-4
Cn1c(=O)c2[nH]c(N3CCN(c4cccc(O)c4)CC3)nc2n(C)c1=O	-10	-1	3	-0.5	-9	-0.8	-3.1	-0.6	2
CCCn1c(SCC(=O)Nc2nccs2)nnc1-c1cccnc1	-6	-1	3	i	-1	0.5	.	-1.2	-3
CCOC(=O)c1c(-c2ccc(C)cc2)csc1NC(=O)CCN1CC(C)OC(C)C1 (stereo unspecified)	-4	0	2	i	1	19	1.3	1.2	-3
c1ccc(CC2CNc3ccccc3CN2)cc1 (stereo unspecified)	-16	-3	0	i	-7	0.0	.	1.6	-5
CCOC(=O)Cc1nn(C(C)C)c(=O)c2ccccc12	-1	0	0	-0.1	1	-0.3	0.2	0.1	8
O=C(N/N=C/c1c(Cl)[nH]c2ccccc12)c1ccc2c(c1)OCCO2	.	-2	0	-0.6	.	.	-0.4	.	-7
S=C(Nc1ccccc1)Nc1ccc(Br)cn1	1	6	5	-0.3	-3	0.8	0.8	-2.5	-3
O=C(Nc1nccs1)c1ccccn1	4	11	3	-0.3	-1	-2.4	0.5	-1.6	0
CN(C)S(=O)(=O)c1cccc(NC(=O)c2ccc(COc3ccccc3)cc2)c1	-11	5	24	-0.5	2	.	-11	-0.2	4
COc1ccc(CC(=O)Nc2cccc(C(=O)Nc3ccccc3C(=O)O)c2)cc1OC	-13	3	-3	4.2	0	-0.4	.	-0.3	1
CN(C)CCNc1nc(-c2ccccc2F)c2sccc2n1	.	-5	-1	i	4	.	0.8	0.5	.
CC(=O)/C=C(\C)Nc1ccccc1O	.	1	-5	i	0	43*	-1.0	-3.7	-2
Cc1ccc(NC(=O)c2c(C)noc2-c2snnc2C)cc1	-9	1	5	i	-9	1.2	2.5	?	4
O=C(OCc1nnc(-c2ccc([N+](=O)[O-])cc2)o1)C1CCN(C(=O)c2ccc(Cl)cc2)CC1	25	31	-35	-1.4	6	-0.2	-2.8	4.4	.
O=C(NCC1CCCN1S(=O)(=O)c1ccccc1)c1cccc(Cl)c1 (stereo unspecified)	2	2	7	i	3	-1.3	0.6	7.3	.
COCCN1C(=O)N[C@@H](c2ccccc2)[C@H](C(=O)OC)[C@H]1C	-11	1	4	i	1	-0.5	-0.8	-0.2	.
The results go on.
SMILES	PriA SSB inh	Yp Topo-I inh	PrPC surface inh	BH1578 lux ind	Anthrax LF prot	PfHsp40 yeast	TcdB GH inh	BoNT A protease	SARS 3CLpro inh
Cc1ccc(C(=O)N/N=C(\CC(C)C)c2ccccc2)cc1	.	0	2	-0.3	2	-0.5	0.4	1.5	0
Cc1ccc(C(=O)NNC(=O)CSc2n[nH]c(-c3cccnc3)n2)cc1	-10	2	8	i	1	0.5	-1.0	0.4	0
CCN(CCn1cccn1)C(=O)c1ccc(OC2CCN(C(=O)COC)CC2)cc1	-11	-2	2	-0.3	5	-0.2	2.1	1.1	-3
Cc1cc(C(=O)N/N=C/c2ccccn2)n[nH]1	.	4	-1	i	0	-0.8	-0.1	-0.2	2
CN(C)c1ccc(C(=O)OCC(=O)NCCCc2ccccc2)cc1	-4	28	2	-0.5	-2	-1.4	1.8	1.5	2
O=C(COC(=O)CNC(=O)c1ccc(Cl)cc1Cl)NC1CC1	-9	-2	-6	-3.3	-6	-0.7	8.9	-0.1	.
O=C(Nc1c(-c2ccc(Cl)cc2)[nH][nH]c1=O)c1ccc(Br)cc1	.	.	6	.	0	.	-7.0	0.1	.
C=CCn1c(N)cc(=O)nc1SCC(=O)Nc1cccc2ccccc12	7	-1	6	i	-4	0.3	.	-0.1	-1
Cc1ccc(NC(=O)C(OC(=O)c2ccc(F)cc2)c2ccccc2)cc1Cl (stereo unspecified)	-4	-6	1	-0.1	-1	-0.2	-0.6	0.9	4
COc1nc(Nc2cccc(C(F)(F)F)c2)nc(OC)n1	-15	-6	9	-0.6	0	-0.9	.	2.5	-1
COc1ccc(S(=O)(=O)N2CCC(C(=O)Nc3ccc(F)cc3)CC2)c2cccnc12	-10	1	2	1.8	1	-0.2	0.8	-0.6	7
CCOC(=O)c1c(S(=O)(=O)N2CCN(c3ccc(F)cc3)CC2)c(C)n(C)c1C	-5	20	1	-0.7	-1	-0.4	0.1	-1.4	-4
CCCCc1cc(O)c(CCCC)c(O)c1	2	-4	1	-3.4	0	13	.	-0.4	-1
C=CC[C@H](CC(=O)NCCO)C(=O)N[C@@H](COC(=O)[C@@H](CC=C)CC(=O)OC(C)(C)C)Cc1c[nH]c2ccccc12	7	12	5	-0.3	13	11	3.2	-1.2	.
Cc1cccc(NC(=O)c2nc[nH]c2C(=O)NCC(=O)OCc2ccccc2)c1	-12	17	-3	i	1	-0.2	1.9	-1.0	.
COc1ccc(-n2nc(C(=O)NCC(=O)NCCCN3CCN(C)CC3)c3ccccc3c2=O)cc1OC	5	1	0	-2.3	2	-0.4	-0.3	0.7	-3
CN(Cc1ccccc1)S(=O)(=O)c1ccc2[nH]cc(C(=O)NCC3CCCO3)c(=O)c2c1 (stereo unspecified)	-3	21	6	-4.2	-4	7.5	.	0.1	3
CS(=O)(=O)N1CCN(c2ncnc3c2cnn3-c2ccccc2)CC1	-2	1	0	-0.1	-5	0.0	0.4	-0.2	5
O=C(CC(CC(=O)c1ccc(Br)cc1)c1cccnc1)c1ccc(Br)cc1	4	6	-3	i	-6	.	2.3	-0.4	-1
COc1ccc(OC)c(-c2cc(C(=O)Nc3c(C)nn(Cc4ccccc4Cl)c3C)no2)c1	-15	16	-2	-0.5	-5	-0.7	.	-1.2	3
COc1ccc(Cl)cc1S(=O)(=O)n1ccnc1C(C)C	-5	-6	.	-0.2	-7	-0.1	.	-0.7	2
Cc1cccc(CC(C)NC(=O)c2cc(COc3ccc(C)c(C)c3)on2)n1 (stereo unspecified)	-6	27	4	i	1	-0.2	-5.8	3.8	-4
COc1ccc(CC(=O)NC(C)c2nnc(SCc3nc4ccccc4c(=O)[nH]3)n2C)cc1 (stereo unspecified)	-13	-10	1	-2.0	-5	-0.3	.	-0.4	0
CC(=O)c1c(C)[nH]c(C(=O)CN2CCN(S(=O)(=O)c3ccc(C(C)C)cc3)CC2)c1C	-9	14	8	0.7	-7	0.3	0.6	-0.1	.
N=C(N)c1ccc(N)cc1	-12	-3	-2	0.4	-5	67*	2.2	-1.2	.

Of the compounds above, these contain two or more sulfur atoms:
SMILES	PriA SSB inh	Yp Topo-I inh	PrPC surface inh	BH1578 lux ind	Anthrax LF prot	PfHsp40 yeast	TcdB GH inh	BoNT A protease	SARS 3CLpro inh
Cc1csc(NC(=O)CSC2=NCCS2)n1	-10	8	7	2.5	2	-0.5	0.7	-1.0	-4
CCCn1c(SCC(=O)Nc2nccs2)nnc1-c1cccnc1	-6	-1	3	i	-1	0.5	.	-1.2	-3

The results go on.
SMILES	PriA SSB inh	Yp Topo-I inh	PrPC surface inh	BH1578 lux ind	Anthrax LF prot	PfHsp40 yeast	TcdB GH inh	BoNT A protease	SARS 3CLpro inh
Cc1ccc(SCCC(=O)N(C)C)cc1	-7	0	-2	-5.0	0	-0.5	0.2	0.8	3
O=C(NCCc1ccccc1)C1=COCCO1	5	-11	-7	i	-4	-0.1	0.9	-0.4	.
O=c1c2[nH]c3ccc(Br)cc3c2ncn1CCCn1ccnc1	61*	1	-3	i	6	7.5	.	0.6	2
Cc1nc(C)n(CC(=O)N2CCCC(C(=O)c3cccc4ccccc34)C2)n1 (stereo unspecified)	-9	-7	-2	-0.2	-8	-0.3	1.2	-6.4	0
COc1ccc(CCN2C(=O)COc3ccccc3C2C(=O)NC(C)(C)C)cc1OC (stereo unspecified)	.	.	-3	.	2	.	2.1	-0.4	.
Nc1cc(=O)[nH]c(SCCSc2ccccc2)n1	-6	4	7	1.5	11	0.0	0.9	1.9	-2
CC(CC(=O)OCC(=O)NCc1ccc(Cl)cc1)c1ccccc1 (stereo unspecified)	-20	29	4	i	-5	1.9	0.0	-0.5	.
N#CC(CC(=O)OCc1ccccc1)NC(=O)OCc1ccccc1 (stereo unspecified)	.	6	-1	-1.4	-3	.	0.0	-0.2	.
CC1=N/C(=C/c2ccc([N+](=O)[O-])cc2)C(=O)N1c1ccc(Cl)cc1Cl	10	-7	-5	-0.3	6	-1.6	.	7.0	4
O=C(Nc1ccc2c(c1)OCO2)C1CCCCN1S(=O)(=O)c1ccccc1 (stereo unspecified)	5	8	4	-0.6	-4	0.5	.	1.4	3
CCN(CC)CCCN1CC(O)=C(c2nc3ccccc3s2)C1=N	-10	-14	-3	5.3	1	-0.7	.	0.2	-2
CCOC(=O)N1CCN(C(=O)c2ccc3c(SCC(=O)O)c4c(nc3c2)CCCC4)CC1	-5	13	.	-0.2	1	-1.2	.	-0.1	-1
COC(=O)c1cccc(NC(=O)c2ccco2)c1	1	-3	0	i	6	0.3	.	0.9	2
O=C(CCC1CC(=O)Nc2ccccc21)NCc1ccccc1 (stereo unspecified)	-14	-5	5	-0.4	-4	-0.1	-2.1	-0.2	-2
COc1cccc(C(=O)Nc2ccc(N3CCN(S(C)(=O)=O)CC3)cc2)c1	8	-14	0	-12	-4	-1.0	.	-0.9	-3
S=C(NCc1ccccc1Cl)NC1CCCC1	12	3	14	-0.3	-1	1.4	1.2	0.4	5
Cc1nnc2sc(SCc3cccc(Cl)c3)nn2c1=O	1	1	11	-0.3	2	2.3	2.6	-1.2	1
COc1ccc(C(=O)NCc2cccnc2)cc1S(=O)(=O)N1CCOCC1	13	2	-4	0.5	1	0.4	.	?	-1
CCN(CC)S(=O)(=O)c1ccc(C(=O)Oc2cc(C)[nH]c(=O)c2[N+](=O)[O-])cc1	-6&3	-2	2	i	-1	0.0	-0.4	-0.3	3
Cc1ccc(S(=O)(=O)N2CCCCC2)cc1NC(=O)Cn1cnc2c1c(=O)n(C)c(=O)n2C	9	-1	6	i	-4	0.8	-2.5	0.7	.

This is a subset, so the mix of outcomes need not match the whole.
